STEP inh: blocks human striatal-enriched tyrosine phosphatase; P54829; inhibition, % at 20 µM; recombinant STEP, OMFP fluorogenic substrate, fluorescence; 360,000 compounds, 0.25% hits;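 active = inhibition at 20 µM, scaled per plate between control wells, above about 37%, limit read from the data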;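 also: 0% = DMSO with enzyme and substrate and 100% = substrate only without enzyme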
Target sequence (P54829 whole entry, looked up): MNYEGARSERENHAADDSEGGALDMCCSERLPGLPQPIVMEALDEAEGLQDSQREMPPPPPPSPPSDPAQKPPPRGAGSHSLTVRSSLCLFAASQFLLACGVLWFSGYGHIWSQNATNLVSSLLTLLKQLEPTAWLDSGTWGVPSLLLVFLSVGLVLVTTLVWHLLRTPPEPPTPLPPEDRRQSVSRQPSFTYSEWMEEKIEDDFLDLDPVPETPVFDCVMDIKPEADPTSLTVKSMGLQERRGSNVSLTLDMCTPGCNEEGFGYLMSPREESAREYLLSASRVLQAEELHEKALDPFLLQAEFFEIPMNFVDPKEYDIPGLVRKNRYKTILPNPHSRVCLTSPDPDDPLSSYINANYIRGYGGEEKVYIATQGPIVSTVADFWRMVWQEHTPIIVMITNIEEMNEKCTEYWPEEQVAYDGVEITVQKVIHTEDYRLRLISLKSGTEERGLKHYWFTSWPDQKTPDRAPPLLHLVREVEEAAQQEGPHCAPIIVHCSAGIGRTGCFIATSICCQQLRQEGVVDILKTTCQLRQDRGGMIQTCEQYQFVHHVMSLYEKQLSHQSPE
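Test system: STEP tyrosine phosphatase / Reagent: OMFP at 25 µM / Doses: 20 µM, 1% DMSO / Read-out: percent inhibition scaled to no-enzyme and uninhibited-enzyme controls, plate-pattern corrected / Detection: FITC-channel fluorescence of OMFP product / Medium: Bis-Tris buffer pH 6.0, 2.5 mM DTT, 0.005% Tween 20 / Schedule: 20 min at room temperature, dark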
NRP1-CendR mod: alters CendR peptide binding to human NRP-1; FAM-RPARPAR peptide binding to NRP-1, fluorescence polarization; 360,000 compounds, 0.85% hits; inhibition, % at 25 µM; O14786; AID 602438;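 active = inhibition or corrected inhibition above about 18%, plus a signal ratio from 0.5 to 1.5, limit read from the data, passing the limit was not always enough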; also: strong numbers were not always called active
MT1-MMP act inh: MT1-MMP (human) activation inhibition | P50281 | HT1080 RFP-PRO-GFP cells, GFP/RFP ratio fluorescence, overnight; percent of plate control window, DMSO zero | GFP/RFP ratio change, % at 20 µM | 360,000 compounds, 0.061% hits | AID 651647;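 active = GFP/RFP ratio change of at least 30% with cell ATP level not reduced by more than half and red fluorescence within 50% of control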; also: strong numbers were not always called active
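Compound: 20 µM single dose, 1% DMSO / System: HT1080 RFP-PRO-GFP cells / Controls: DMSO and RFP-L50D-GFP cell wells / Read-out basis: GFP/RFP fluorescence ratio / Schedule: overnight compound exposure at 37 °C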
Rpn11 block: blocks the human proteasome subunit Rpn11; O00487; calls only at 20 µM; human 26S proteasome, Ub4-pepOG fluorescence polarization; 20S core pre-blocked with epoxomicin; 360,000 compounds, 0.59% hits;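 active = inhibition at 20 µM, scaled to each plate's controls, above about 33%, limit read from the data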
Target sequence (O00487 whole entry, looked up): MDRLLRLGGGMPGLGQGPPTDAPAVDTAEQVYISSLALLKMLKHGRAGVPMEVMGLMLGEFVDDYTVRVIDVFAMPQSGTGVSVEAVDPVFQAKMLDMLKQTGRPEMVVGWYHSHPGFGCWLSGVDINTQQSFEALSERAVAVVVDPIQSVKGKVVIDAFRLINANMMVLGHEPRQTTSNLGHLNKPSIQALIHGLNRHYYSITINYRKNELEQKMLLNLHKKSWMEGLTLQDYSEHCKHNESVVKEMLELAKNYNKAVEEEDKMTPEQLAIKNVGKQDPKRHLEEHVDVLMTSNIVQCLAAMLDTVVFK
SKN-1 inh: inhibitors of C. elegans SKN-1; C. elegans VP596 Pgst-4::GFP/RFP ratio, acrylamide-induced, 24 h; inhibition, % at 21.8 µM; 360,000 compounds, 0.49% hits;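 active = interference check ratio from 0.5 to 1.5 plus GFP to RFP signal ratio inhibition reaching or exceeding a fixed threshold, cut at about 30% in these data, passing the limit was not always enough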; also: some compounds called inactive have numbers as strong as hits
DNMT1 block: blocks human DNA methyltransferase DNMT1; P26358; DNMT1 molecular beacon, Hinp1I cleavage, fluorescence; inhibition (reported as % activation of signal), % at 10 µM; 360,000 compounds, 0.83% hits; in the data active = inhibition above about 50%
NadD inh: NadD (S. aureus) enzyme inhibition. purified NadD enzyme, colorimetric absorbance read-out. inhibition, % at 20 µM. 360,000 compounds, 0.78% hits. AID 602399; in the data active = inhibition above about 26%; also: some compounds past the cut are filed as inactive
LMPTP inh: blocks human LMPTP phosphatase. P24666. recombinant LMPTP-A, OMFP fluorogenic substrate, fluorescence intensity. inhibition, % at 20 µM. 360,000 compounds, 0.22% hits;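 active = compounds that cut the enzyme signal by at least half of the control window in the single-dose screen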;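 also: plate controls were DMSO wells with enzyme plus substrate for no effect and substrate without enzyme for full effect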
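Test system – LMPTP-A phosphatase enzyme · Quantity – 0.625 nM LMPTP-A final · Reagent – OMFP substrate, 400 µM final · Dosing – one test concentration per compound, 20 µM, with 3% DMSO overall · Timing – 50 min enzyme reaction at room temperature, protected from light · Detection – fluorescence intensity · Controls – substrate-only low control, DMSO enzyme-plus-substrate high control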
SUMO1-SIM PPI: modulators of human SUMO1-mediated protein-protein interactions | P63165 | inhibition, % at 20 µM | 360,000 compounds, 0.33% hits | SUMO1 binding to a labelled peptide, TR-FRET, 1 h | AID 602429; in the data active = inhibition above about 37%
Target sequence (P63165 whole entry, looked up): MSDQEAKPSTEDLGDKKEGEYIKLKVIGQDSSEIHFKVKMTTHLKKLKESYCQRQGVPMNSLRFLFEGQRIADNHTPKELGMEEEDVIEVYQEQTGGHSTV
Scp1 inh: Scp-1 (human) phosphatase inhibition; Recombinant Scp1, phosphopeptide, malachite green phosphate absorbance; 340,000 compounds, 0.88% hits; Q9GZU7; inhibition, % at 20 µM;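 active = inhibition above about 50% at 20 µM, limit read from the data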;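 also: plate controls were DMSO wells with enzyme for no effect and wells lacking enzyme for full effect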
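Test system: SCP-1 phosphatase catalytic domain, residues 76-261; measured by: colorimetric phosphate reagent with accelerator and stabiliser, absorbance at 630 nm; timing: enzyme reaction 45 min at room temperature, colour 5 min, stabilisation 30 min; also added: Phosphorylated 17-residue peptide substrate; compound dosing: one concentration, 20 µM, with 1.0% DMSO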
An asterisk follows results filed as active; i = inactive; . = not tested or not shown.

Letters – A = STEP inh; B = NRP1-CendR mod; C = MT1-MMP act inh; D = Rpn11 block; E = SKN-1 inh; F = DNMT1 block; G = NadD inh; H = LMPTP inh; I = SUMO1-SIM PPI; J = Scp1 inh
Cc1ccc(F)c(S(=O)(=O)NC(=O)C2(C)CCN2C(=O)Cc2ccsc2)c1 (stereo not drawn)
  A = -5	B = 0	C = -6	D = i	E = -5	F = 0	G = 4	H = 0.3	I = 4	J = .
CCc1ccc(-c2cnc3ccccc3n2)cc1NC(=O)CNC(=O)c1ccccc1
  A = 3	B = -1	C = 1	D = i	E = 25	F = 23	G = 7	H = 1.8	I = 0	J = -2
COc1cccc(C(C)NC(=O)C2CCCO2)c1 (stereo not drawn)
  A = -2	B = 7	C = 1	D = i	E = 14	F = 3	G = -5	H = -0.2	I = 1	J = -2
CCCCN(C(=O)c1ccc([N+](=O)[O-])o1)c1c(N)n(CC(C)C)c(=O)[nH]c1=O
  A = 1	B = -7	C = -21	D = i	E = 3	F = -1	G = 4	H = -0.3	I = -29	J = .
NC(=O)CC(NC(=O)Cc1cccc2ccccc12)c1ccc(NCCOc2ccccc2)c([N+](=O)[O-])c1 (stereo not drawn)
  A = 2	B = -4	C = 15	D = i	E = 6	F = 51*	G = 16	H = 1.2	I = -17	J = 8
N#Cc1ccccc1COC(=O)c1cc(=O)c2ccccc2o1
  A = 2	B = 5	C = 0	D = i	E = 15	F = -1	G = -4	H = 0.0	I = -19	J = -8
O=C(COC(=O)/C=C/c1ccc(Cl)cc1)Nc1cccc(S(=O)(=O)NC2=NCCCCC2)c1
  A = -2	B = 5	C = -2	D = i	E = -6	F = -9	G = 0	H = 0.6	I = -8	J = -2
O=C(O)CSC1CC(=O)N(c2ccc(Cl)c(Cl)c2)C1=O (stereo not drawn)
  A = 3	B = 12	C = -5	D = i	E = 4	F = -3	G = 2	H = -0.5	I = 3	J = -7
O=C(CNS(=O)(=O)c1ccc(Cl)cc1)N/N=C/c1ccco1
  A = 1	B = -9	C = -11	D = i	E = -4	F = 6	G = 0	H = 0.0	I = -8	J = 1
Cc1cccnc1NC(=O)COc1ccc2c(c1)CCC2
  A = 3	B = 1	C = 0	D = i	E = -1	F = 4	G = -8	H = -0.5	I = 7	J = -7
O=C(CCN1C(=O)[C@H]2CC=CC[C@H]2C1=O)NCc1nc(-c2ccc(Cl)cc2)no1
  A = 1	B = 10	C = 0	D = i	E = -12	F = -2	G = 0	H = -0.2	I = 2	J = -1
C/C(N)=C(/C#N)C(=O)COC(=O)CSc1ccccc1
  A = 1	B = 14	C = 0	D = i	E = -3	F = 3	G = -4	H = -0.6	I = 1	J = -13
CCCc1c(-c2cccc(F)c2)ncn1Cc1ccccc1OC
  A = .	B = 8	C = 0	D = .	E = 7	F = .	G = -3	H = 2.4	I = 11	J = .
O=C(COc1cccc(Br)c1)N/N=C/C(=O)c1ccccc1
  A = 0	B = 4	C = -1	D = i	E = -11	F = -2	G = 5	H = 1.6	I = -16	J = -3
OCC(CBr)(CBr)CBr
  A = 0	B = -18	C = 4	D = i	E = 2	F = -2	G = 4	H = -0.3	I = 3	J = 6
Cc1ccc(C(C(=O)NCC2CCCO2)N(Cc2ccccc2)C(=O)c2ccc(-c3ccccc3)[nH]2)o1 (stereo not drawn)
  A = 4	B = -11	C = -14	D = i	E = 10	F = -21	G = -5	H = 5.9	I = 2	J = -11
CCCCCCN1C[C@H](O)[C@@H](n2cc(-c3ccc(F)cc3)nn2)C[C@@H]1c1ccc(C)cc1
  A = -1	B = -2	C = 2	D = i	E = -7	F = -4	G = 3	H = 1.0	I = 12	J = .
CCCn1c(N)c(C(=O)CN2CCN(S(=O)(=O)c3cccc(Cl)c3)CC2)c(=O)[nH]c1=O
  A = 0	B = -2	C = 9	D = i	E = -6	F = -3	G = 5	H = -0.5	I = -2	J = 1
CCc1ccc(OCC(=O)Nc2ccc(S(=O)(=O)Nc3ccccn3)cc2)cc1
  A = -2	B = -1	C = -1	D = i	E = 1	F = 2	G = 9	H = 1.7	I = -4	J = -2
CCN1/C(=C(\O)c2ccccc2)C(=O)c2ccccc2S1(=O)=O
  A = 4	B = 7	C = -9	D = i	E = 44*	F = -5	G = 1	H = -0.6	I = 7	J = -15
COc1ccc(S(=O)(=O)CCC(=O)Nc2cc(C)ccc2OC)cc1
  A = 2	B = 5	C = -2	D = i	E = 13	F = -3	G = -3	H = -0.7	I = -1	J = -4
COc1ccc(CCNCCC(c2ccccc2)c2ccccc2)cc1OC
  A = -3	B = 4	C = 1	D = i	E = 15	F = -1	G = 1	H = 1.2	I = -1	J = .
Cc1ccc2nc(-c3cccc(S(=O)(=O)N4CC(C)OC(C)C4)c3)cn2c1 (stereo not drawn)
  A = 2	B = -14	C = 0	D = i	E = 8	F = 0	G = -2	H = 1.4	I = 4	J = -9
O=C(CNS(=O)(=O)c1ccc(Br)s1)N1CCN(c2ccc(F)cc2)CC1
  A = 1	B = 11	C = 2	D = i	E = 5	F = -1	G = 2	H = -0.4	I = -2	J = 4
COc1c(C)cc(C(=O)C2CCCN(Cc3ccc(Oc4ncccn4)cc3)C2)cc1C (stereo not drawn)
  A = 0	B = -4	C = 3	D = i	E = 5	F = 1	G = -6	H = 0.7	I = 3	J = -6

Limited to NadD inh (three entries from above):
Molecule	NadD inh
COc1ccc(CCNCCC(c2ccccc2)c2ccccc2)cc1OC	1
Cc1ccc2nc(-c3cccc(S(=O)(=O)N4CC(C)OC(C)C4)c3)cn2c1 (stereo not drawn)	-2
O=C(CNS(=O)(=O)c1ccc(Br)s1)N1CCN(c2ccc(F)cc2)CC1	2

Next entries:
Letters – A = STEP inh; B = NRP1-CendR mod; C = MT1-MMP act inh; D = Rpn11 block; E = SKN-1 inh; F = DNMT1 block; G = NadD inh; H = LMPTP inh; I = SUMO1-SIM PPI; J = Scp1 inh
CCc1ccccc1NC(=O)CCNS(=O)(=O)c1cc(Br)cnc1N
  A = -3	B = 6	C = -2	D = i	E = -13	F = 0	G = -3	H = -1.6	I = 3	J = -9
CC1CC(C)CN(C(=O)c2cc3c(=O)n4ccccc4nc3s2)C1 (stereo not drawn)
  A = 0	B = 5	C = 2	D = i	E = 14	F = 2	G = -6	H = 1.0	I = -22	J = -9
COc1ccc(CC2SC(N)=NC2=O)cc1 (stereo not drawn)
  A = 3	B = -6	C = 2	D = i	E = 8	F = -2	G = -1	H = 2.6	I = 8	J = -6
O=C(CCN1C(=O)c2ccccc2C1=O)NC(=S)Nc1ccccc1Cl
  A = -1	B = -3	C = 2	D = i	E = 6	F = -9	G = 3	H = 1.6	I = -6	J = -3
CCOC(=O)N1CCC(N(C(=O)Nc2cccc(OC)c2)C(C)CC)CC1 (stereo not drawn)
  A = -2	B = 7	C = 5	D = i	E = 4	F = 5	G = 0	H = -0.2	I = -3	J = -1
O=C(CCn1[nH]c(=O)c2ccccc2c1=O)N1CCOCC1
  A = -24	B = 2	C = 2	D = i	E = 3	F = 2	G = 2	H = -2.7	I = -4	J = -15
CCOC(=O)NN1C(=O)c2ccccc2NC1c1cccc(O)c1 (stereo not drawn)
  A = 0	B = -2	C = 1	D = i	E = 8	F = 4	G = -6	H = -1.9	I = -1	J = -2
CCOC(=O)c1cnc2cc(F)c(F)cc2c1N1CCOCC1
  A = 0	B = 0	C = 1	D = i	E = 5	F = 2	G = -4	H = -1.9	I = -1	J = -7
Cc1cccc(C)c1NC(=S)N1CCOCC1
  A = 2	B = 2	C = -3	D = i	E = -4	F = 4	G = 1	H = 0.4	I = 1	J = 0
O=c1cc(-c2cccnc2)oc2c1ccc1ccccc12
  A = 2	B = 0	C = -8	D = i	E = 11	F = 10	G = 0	H = 0.4	I = 0	J = -2
Cc1nc2c([nH]c3ccccc32)c(=O)n1N
  A = 0	B = 3	C = 1	D = i	E = 3	F = 3	G = 1	H = 0.5	I = 2	J = -5
Cc1ccc(-c2nnn(CC(=O)N(CC(=O)NC(C)C)c3cnc4ccccc4c3)n2)o1
  A = -3	B = -1	C = 0	D = i	E = -12	F = 0	G = 1	H = -0.4	I = 1	J = 7
CCOc1ccc(-c2cn(-c3ccc(OC)cc3)c(SC)n2)cc1
  A = 1	B = -6	C = -3	D = i	E = 7	F = -1	G = 2	H = 1.2	I = 3	J = 8
COc1ccccc1CNC(=O)C(CC(C)C)NS(=O)(=O)c1ccc2c(c1)oc(=O)n2C (stereo not drawn)
  A = 0	B = -13	C = -4	D = i	E = 2	F = 2	G = -3	H = 1.1	I = -3	J = -13
COCc1cc(C)nc(SCC(=O)NCC2CCCO2)c1C#N (stereo not drawn)
  A = 0	B = -37	C = 0	D = i	E = 16	F = 1	G = 1	H = -0.8	I = 3	J = -5
Cc1ccccc1-n1c(N)cc(=O)[nH]c1=S
  A = 0	B = -5	C = 1	D = i	E = 6	F = 0	G = 7	H = -2.7	I = -4	J = 37
CS(=O)(=O)c1ccc2nc(NC(=O)CN3CCOCC3)sc2c1
  A = -2	B = 11	C = 0	D = i	E = 14	F = 4	G = -7	H = -2.2	I = 4	J = 0
O=C(NC1CC1)C1CCN(C2CCN(C(=O)Cc3ccc(F)cc3)CC2)CC1
  A = -1	B = 0	C = -1	D = i	E = -14	F = 5	G = -7	H = 5.3	I = 2	J = -5
CCOC(=O)C1(Cc2ccc(OC)cc2)CCN(C(=O)C2CC(=O)N(C3CC3)C2)CC1 (stereo not drawn)
  A = 0	B = -1	C = 5	D = i	E = 7	F = 1	G = -1	H = 0.7	I = 1	J = -7
CC1CCCN(S(=O)(=O)c2ccc(NC(=O)C3CC(=O)N(c4ccccc4)C3)cc2)C1 (stereo not drawn)
  A = 2	B = 0	C = 0	D = i	E = 2	F = 3	G = -4	H = -1.0	I = 3	J = -5
COC(=O)c1cc(=O)n(Cc2ccc(OC)c(OC)c2)c(=Nc2ccc(F)cc2)s1
  A = 1	B = -6	C = -8	D = i	E = -5	F = -4	G = -4	H = 2.4	I = -3	J = -22
CSc1ccc(C(=O)C2CCCN(C(=O)c3csc(C(C)=O)c3)C2)cc1 (stereo not drawn)
  A = 0	B = 9	C = -2	D = i	E = -4	F = 2	G = -4	H = 0.3	I = 2	J = 0
CCOc1ncccc1C(=O)N1CCN(C(=O)c2ccccc2)CC1
  A = -1	B = 2	C = 2	D = i	E = -9	F = 5	G = -3	H = -1.1	I = 7	J = -1
Cc1c(NC(=O)CN(c2ccccc2)S(=O)(=O)c2ccc(F)cc2)c(=O)n(-c2ccccc2)n1C
  A = 0	B = 13	C = 1	D = i	E = -13	F = 4	G = -1	H = -0.7	I = 0	J = 4
Cc1cccc(C)c1NC(=O)C1c2ccccc2OCC(=O)N1CCc1c[nH]c2ccccc12 (stereo not drawn)
  A = .	B = 3	C = -1	D = .	E = 1	F = .	G = 4	H = -0.3	I = 2	J = .

Screens deposited in PubChem by Sanford-Burnham Center for Chemical Genomics.
